HCV inhibitor: blocks hepatitis C virus. Huh7.5.1 HCVcc-Cre infection, luciferase reporter, 44 h. Potency, µM (highest dose often 41.8 µM), for inactives: at the top dose activity change, negative = inhibition, usual class: inhibitors. AID 651820. 3.4% of 340,000 active; further: potency means the concentration at half of the fitted maximal effect
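1,000 cells/well; 4 h culture; + compound; + HCVcc-Cre (~0.5 moi); 44 h; luciferase substrate, RT 15 min; read 15 sec.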
AmpC no deterg: blocks E. coli AmpC beta-lactamase in detergent-free assay. 0.52% of 330,000 active. Potency, µM (top dose mostly 57.1 µM), for the others: top-dose activity change, negative = inhibition, actives largely listed as inhibitors. AmpC nitrocefin hydrolysis, absorbance 480 nm, 0.0001% Triton;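 further: potency means the concentration at half of the fitted maximal effect; plate controls were no compound for no effect and no enzyme for full effect; nearly all actives have a fitted effect of over 20% in size; some results filed as inactive show a strong effect at the top dose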
Target sequence (P00811 whole entry, looked up): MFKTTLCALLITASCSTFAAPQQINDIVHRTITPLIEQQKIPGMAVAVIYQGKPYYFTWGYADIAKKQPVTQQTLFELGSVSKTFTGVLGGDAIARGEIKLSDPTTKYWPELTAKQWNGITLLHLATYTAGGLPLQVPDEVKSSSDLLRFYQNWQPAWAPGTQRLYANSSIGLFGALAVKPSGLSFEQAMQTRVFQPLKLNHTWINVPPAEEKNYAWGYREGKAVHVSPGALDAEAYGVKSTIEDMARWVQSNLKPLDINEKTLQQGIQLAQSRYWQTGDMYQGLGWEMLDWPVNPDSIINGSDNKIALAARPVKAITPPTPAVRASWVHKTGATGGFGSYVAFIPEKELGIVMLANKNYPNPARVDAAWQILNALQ
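20 mM phosphate pH 7.0 + 0.01% (detergent screen) or 0.0001% Triton X-100; 5.3 nM AmpC reagent; cpd preinc 15 min RT; nitrocefin (800 uM stock) to start; A480 q20 s × 4 min; Activity was normalised to no-enzyme and no-compound control wells.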
Tb PYK inh: T. brucei pyruvate kinase inhibition | TbPYK enzyme, Kinase-Glo Plus ATP luminescence, 45 min | AID 624173 | Potency, µM (series often up to 76.8 µM), for the others: at the highest dose activity, negative = inhibition, usual class: inhibitors | 0.12% of 410,000 active; further: potency means the concentration at half of the fitted maximal effect; nearly all actives have a fitted effect of over 50% in size
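Activity of T. brucei pyruvate kinase was followed by Kinase-Glo Plus luminescence after the enzyme reacted 45 min at room temperature with 130 uM ADP (final) and substrate. Test compounds were added before ADP at multiple concentrations.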
LmPK inh: inhibitors of Leishmania mexicana pyruvate kinase. purified LmPK, Kinase-Glo ATP luminescence, 1 h. Potency, µM (titrated, usually from 57.5 µM), for inactives: top-dose activity change, negative = inhibition, most hits filed as inhibitors. 0.37% of 290,000 active. AID 1721; further: potency means the concentration at half of the fitted maximal effect
Target sequence (Q27686 whole entry, looked up): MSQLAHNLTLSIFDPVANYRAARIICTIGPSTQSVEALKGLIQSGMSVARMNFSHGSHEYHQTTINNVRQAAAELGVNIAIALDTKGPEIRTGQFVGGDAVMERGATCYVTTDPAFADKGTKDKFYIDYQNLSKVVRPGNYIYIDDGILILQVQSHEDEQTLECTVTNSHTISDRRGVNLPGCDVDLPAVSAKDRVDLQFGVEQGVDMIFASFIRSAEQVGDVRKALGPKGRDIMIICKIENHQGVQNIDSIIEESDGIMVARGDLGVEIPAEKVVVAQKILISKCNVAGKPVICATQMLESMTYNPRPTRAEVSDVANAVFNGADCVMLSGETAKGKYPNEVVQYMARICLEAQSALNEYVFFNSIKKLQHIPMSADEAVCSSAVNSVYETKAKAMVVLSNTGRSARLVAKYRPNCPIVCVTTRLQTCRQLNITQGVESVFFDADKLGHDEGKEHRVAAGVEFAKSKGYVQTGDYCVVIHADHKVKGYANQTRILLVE
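qHTS format; LmPK 0.1 nM; substrates PEP 0.5 mM and ADP 0.1 mM. One-hour room-temperature incubation, then coupled luciferase luminescence; 0.5 nM enzyme wells mark activation.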
AMA1 RON2 block: inhibitors of Plasmodium falciparum AMA1-RON2 interaction. 0.2% of 360,000 active. AlphaScreen AMA1-biotinylated RON2 peptide binding. AID 720542. Potency, µM (highest dose often 58.2 µM), inactives show at the top dose activity change, negative = inhibition, hits mostly inhibitors;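 further: potency means the concentration at half of the fitted maximal effect; 0% = vehicle wells and -100% = peptide control; nearly all actives have a fitted effect of over 45% in size; some results filed as inactive show a strong effect at the top dose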
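AMA1 (3D7) with his tag at 25 nM final met compounds first, then biotinylated RON2 peptide at 25 nM; detection used donor plus acceptor beads, 10 µg/mL apiece, read by AlphaScreen after 30 min at room temperature.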
AmpC detergent: AmpC beta-lactamase inhibition with detergent present. P00811. AmpC hydrolysis of nitrocefin, absorbance 480 nm, 0.01% Triton. Potency, µM (titrated, usually from 114 µM), inactives show at the top dose activity change, negative = inhibition, most hits filed as inhibitors. 0.041% of 370,000 active. AID 485294;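 further: potency means the concentration at half of the fitted maximal effect; 0% = no-compound wells and -100% = no-enzyme wells; nearly all actives have a fitted effect of over 25% in size; some results filed as inactive show a strong effect at the top dose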
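20 mM phosphate pH 7.0 + 0.01% (detergent screen) or 0.0001% Triton X-100; 5.3 nM AmpC reagent; cpd preinc 15 min RT; nitrocefin (800 uM stock) to start; A480 q20 s × 4 min; Activity was normalised to no-enzyme and no-compound control wells.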
HCMV inh: human cytomegalovirus inhibition. AID 1259415. activity change, negative = inhibition, % at 57.5 µM. HFF cells, HCMV-luciferase reporter, 72 h; hits give low values. 4.5% of 410,000 active; in the data active means activity change below about -60%; inconclusive means no clear call, values can overlap the other calls; inactive means above about -39%
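Luciferase read-out from HCMV-luciferase-infected HFFs (MOI 1 PFU/cell) 72 h post infection at 37C; compounds added after 16 h cell attachment; activity normalized between buffer-only basal and Salinomycin (10uM) inhibitor controls.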
Starred values were filed as active, the others as inactive; ? = inconclusive; nt = no result given; & = joins results of further samples; [ ] = remark or other dose. Unless noted, the call rests on the fitted dose curve; in most records, active means well fitted curve in the direction sought with a large enough effect; inconclusive means small, poorly fitted or top-dose-only effect, or another doubt; inactive means no such curve, though single readings can be large; an effect the other way counts as inactive or inconclusive. Unless noted, on the % scale 0 is the no-effect control and ±100 the full control effect.

SMILES | HCV inhibitor | AmpC no deterg | Tb PYK inh | LmPK inh | AMA1 RON2 block | AmpC detergent | HCMV inh
CCN(CC)Cc1c(C(=O)N/N=C/c2cccs2)nnn1-c1nonc1N | 10% | -24% | 5% | 2% | -7% | -4% | 32
COC(=O)CCC(=O)N1CCc2cc(S(=O)(=O)N3CCN(c4ccccc4Cl)CC3)ccc21 | -18% | 52% | -7% | 0% | -5% | -7% | -11
O=C(OCC(=O)N1CCCC1)c1cc([N+](=O)[O-])ccc1Cl | -3% | -18% | 0% | 0% | 5% | ? | -19
Cc1c(Cl)cccc1N1C(=O)NC(=O)/C(=C\c2cc(C)n(-c3cccc(C(=O)O)c3C)c2C)C1=O | 8% | -23% | -3% | 2% | 0% | ? | -9
Cc1cc(C(=O)NC2CCCc3c2cnn3-c2ccccc2F)nc(C)n1 (stereo not drawn) | nt | 89%[activator] | 2% | 1% | -3% | -1% | -21
N#Cc1sc2nc(-c3cccs3)cc(-c3ccc(F)cc3)c2c1N | ? | -19% | -2% | 1% | 31%[activator] | -4% | 7
Cc1ccccc1CNC(=O)c1ccc(NC(=O)N2CCCCc3ccccc32)cc1 | nt | nt | 1% | nt | nt | 0% | -5
CCOC(=O)COc1ccc2c(c1)c(C(C)=O)c(C)n2-c1ccc(OC)cc1 | -8% | 94%[activator] | 1% | 0% | 8% | -3% | 10
O=C(c1cccc(F)c1)N1CCN(C(=O)c2cc3nc(-c4ccco4)cc(C(F)(F)F)n3n2)CC1 | ? | -11% | 1% | 3% | -14% | -20% | 4
CC(C)CN1CCC(=O)N(CCC#N)CC1 | 10% | -23% | -6% | 0% | 2% | ? | 7
COc1ccc2cc(C[C@@H]3CC[C@@H](CO)O3)ccc2c1 | 2% | -7% | -1% | nt | -3% | nt | 43
Cc1cc(C(=O)N/N=C/C(Cl)=C/c2ccccc2)c(C)o1 | -27% | -41% | -24% | -2% | 12% | 4% | 24
O=C(Cc1c(F)cccc1Cl)NNC(=O)c1ccncc1 | 4% | -4% | 4% | nt | 55%[activator] | -7% | 34
N#Cc1ccc(-c2nc3ccc(Br)cc3c(=O)n2O)cc1 | 19% | -10% | 0% | -2% | 70%[activator] | -3% | 20
O=C(Nc1ccccc1F)C1CCN(S(=O)(=O)c2ccc3c(c2)CCCN3C(=O)C2CCC2)CC1 | nt | nt | 9% | nt | nt | 4% | -27
CC(=O)c1ccc(NC(=S)NC(=O)/C=C/c2ccc(F)cc2)cc1 | 7% | -30% | -1% | -4% | -1% | -1% | nt
Cn1nc(CC(=O)N2CCN(c3ccccc3)CC2)c2ccccc2c1=O | 8% | -6% | 5% | 6% | -25% | ? | 36
CN(C)c1nnc(-c2ccc(Cl)cc2)o1 | 22% | -7% | 3% | -4% | 14% | ? | -28
COc1ccc(-c2[nH]ncc2CN(Cc2nccn2C)C(C)C)cc1F | nt | 22% | nt | 5% | nt | -3% | nt
O=C(COC(=O)COc1ccc(Cl)cc1Cl)Nc1cccnc1Cl | 0% | 8% | 1% | 9% | -12% | -8% | 20
Cc1ccc(-n2c(/C=C/c3cccs3)nc3ccccc3c2=O)cc1C | nt | nt | 3% | nt | nt | 5% | ?
O=C(O)CCC(=O)N1N=C(c2cccs2)CC1c1ccc(Br)cc1 (stereo not drawn) | 10% | -18% | -1% | 0% | 0% | 1% | -28
CCOC(=O)c1c(S(=O)(=O)NCC(=O)NCc2ccccc2Cl)c(C)n(C)c1C | 18% | 37% | 2%&0% | -1% | 0% | -10%&3% | -14&6
c1ccc(Oc2ncnc3ccccc23)cc1 | -2% | nt | 0% | nt | -2% | nt | ?
Cc1sc(NC(=O)CSc2nc(N)n(CC(=O)c3ccccc3)n2)c(C#N)c1C | ? | -30% | 1% | 5% | -5% | -15% | -11

Three structures out of the list, arranged by number of heavy atoms, ascending.
SMILES | HCV inhibitor | AmpC no deterg | Tb PYK inh | LmPK inh | AMA1 RON2 block | AmpC detergent | HCMV inh
COc1ccc2cc(C[C@@H]3CC[C@@H](CO)O3)ccc2c1 | 2% | -7% | -1% | nt | -3% | nt | 43
Cc1ccccc1CNC(=O)c1ccc(NC(=O)N2CCCCc3ccccc32)cc1 | nt | nt | 1% | nt | nt | 0% | -5
O=C(c1cccc(F)c1)N1CCN(C(=O)c2cc3nc(-c4ccco4)cc(C(F)(F)F)n3n2)CC1 | ? | -11% | 1% | 3% | -14% | -20% | 4

Going on with the list:
SMILES | HCV inhibitor | AmpC no deterg | Tb PYK inh | LmPK inh | AMA1 RON2 block | AmpC detergent | HCMV inh
CC(C)NC(=O)c1cc(C(=O)c2cc(Cl)ccc2O)coc1=N | -25% | -29% | 1% | 5% | -15% | 1% | -4
O=C(NCCc1ccncc1)c1ccc2nc(Cc3cccc(Cl)c3)oc2c1 | -7% | -4% | 2% | 1% | 12% | 5% | -70*
COc1ccc(CNC(=O)CN2CCC(NC(=O)c3ccccc3C)CC2)cc1 | -14% | 3% | -3% | -3% | 27% | 0% | -8
CC(C)(C)OC(=O)N[C@H](C(=O)OC(C)(C)C)c1ccc(Br)cc1 | -6% | 30% | 1% | nt | 14% | 2% | -17
CCCSc1cc(=O)n(-c2ccccc2)nc1C(=O)O | 3% | -8% | -2% | -11% | 17% | 7% | 43
Cn1c(=O)c2ncn(CC(=O)Nc3cccc(-c4nc5ccccc5s4)c3)c2n(C)c1=O | 10µM* | 25% | ? | -13% | 9% | 2% | 11
C=CCCC(=O)Nc1nc(C)c(-c2csc(Nc3ccc(Cl)cc3)n2)s1 | 11µM* | -36% | -6% | -2% | -3% | ? | -20
CCCCN(CC)CCCNC(=O)CS(=O)(=O)Cc1nc(-c2ccc(C)cc2)oc1C | nt | nt | 6% | nt | nt | 16% | ?
Cc1ccc(Nc2c(-c3ccc(N4CCOCC4)cc3)nc3ncccn23)cc1 | 2%[8.37 µM] | -3% | -2%&-3% | 5% | 0% | 0%&0% | 7&39
CC1CCCN(CCCNC(=O)c2ccc(CS(=O)(=O)c3c(Cl)cccc3Cl)o2)C1 (stereo not drawn) | -6% | 3% | 1% | -10% | 4% | -1% | ?
CC(=O)N1CCN(S(=O)(=O)c2ccc3c(c2)CCC(=O)N3)CC1 | 10% | -6% | -11% | nt | 4% | 4% | -29
COC(=O)C1=C(C)Nc2nnnn2C1c1cc(OC)ccc1OC (stereo not drawn) | 8% | -11% | -9% | 9% | 1% | ? | 3
CC1CN(c2nc3c(c(=O)n(Cc4ccc(Cl)cc4)c(=O)n3C)n2C)CC(C)O1 (stereo not drawn) | -16% | 28% | -3% | 3% | -2% | 1% | ?
COc1cc(NC(=O)c2n[nH]c(=O)c3ccccc23)cc(OC)c1 | 5% | -2% | -2% | -3% | 4% | 0% | -36
C/C(=N\NC(=O)c1ccccc1)c1ccc(N2CCCCC2)cc1 | -17% | -16% | -11% | 2% | -4% | ? | 168
Cc1ccc(/C(=N/Nc2ncnc3ccccc23)C(=O)O)cc1 | 7% | 88%[activator] | -2% | -5% | 75%[activator] | -10% | 125
O=C(c1ccccc1)N1CCN(S(=O)(=O)N2CCOCC2)CC1 | 15% | -5% | 3% | 0% | 3% | -14% | -13
Cc1cc(NC(=O)CCC(=O)N(CC(=O)NC2CCCC2)Cc2ccccc2Cl)no1 | -3% | 42% | -14% | -3% | 5% | ? | -13
CC(C)OP(=O)(OC(C)C)C(Nc1cccc(C(=O)O)c1)c1ccccc1 (stereo not drawn) | 0% | -11% | 3% | 3% | -9% | 3% | -28
O=C(NCCc1ccccc1F)c1[nH]c(C(F)(F)F)nc1-c1ccccc1 | nt | nt | 0% | nt | -10% | nt | -24
Cn1c(CNC(=O)c2ccc3c(c2)OCO3)nnc1SCC(=O)Nc1ccccc1F | 10% | -8% | -7% | -5% | 5% | 2% | 21
Cc1cccc(C)c1NC(=O)CCCSc1nnc(N)s1 | 9% | -17% | -2% | -7% | 0% | -6% | ?
COc1ccc(Cn2cnc3c4cc(F)ccc4n(C)c3c2=O)cc1 | -15% | -13% | -1% | 5% | -12% | 8% | 47
O=C(Nc1ccc(N2CCOCC2)cc1)c1cnccn1 | -4% | 0% | 3% | -22% | -3% | -12% | ?
O=C(NC(=S)NCc1ccco1)c1ccccc1 | 19% | -44% | -4% | 8% | 2% | 2% | -17

Single entries from the entries so far.
`O=C(NCCc1ccncc1)c1ccc2nc(Cc3cccc(Cl)c3)oc2c1` – LmPK inh = 1%
`Cn1c(CNC(=O)c2ccc3c(c2)OCO3)nnc1SCC(=O)Nc1ccccc1F` – Tb PYK inh = -7%
`COC(=O)C1=C(C)Nc2nnnn2C1c1cc(OC)ccc1OC` (stereo not drawn) – Tb PYK inh = -9%
`CC(C)NC(=O)c1cc(C(=O)c2cc(Cl)ccc2O)coc1=N` – Tb PYK inh = 1%
`Cc1cc(NC(=O)CCC(=O)N(CC(=O)NC2CCCC2)Cc2ccccc2Cl)no1` – HCMV inh = -13
`O=C(NCCc1ccccc1F)c1[nH]c(C(F)(F)F)nc1-c1ccccc1` – HCMV inh = -24

Other records follow.
SMILES | HCV inhibitor | AmpC no deterg | Tb PYK inh | LmPK inh | AMA1 RON2 block | AmpC detergent | HCMV inh
O=C(Nc1cccc(C(F)(F)F)c1)c1cc(S(=O)(=O)N2CCCCC2)ccc1N1CCOCC1 | -28%&-25% | 58% | -1% | 2% | -10% | ? | -3
CC(=O)N(C(C)=O)C1=C(C#N)C2(CCCCC2)Cc2ccccc21 | -4% | 17% | -1% | 1% | -17% | 1% | 4
CCOC(=O)c1cccc(NC(=O)CCc2c(C)nn(-c3ccc(N4CCCC4)nn3)c2C)c1 | nt | nt | -6% | nt | nt | -5% | 3
CCCCNC(=O)C1CCCN1C(=O)Nc1cccc(OC)c1 (stereo not drawn) | -2% | -1% | -2% | -4% | -10% | -2% | 20
Clc1ccccc1CSc1nc2ccncc2[nH]1 | -2% | -18% | -11% | -15% | 10% | -7% | -30
COc1ccc(OC)c(-n2c(SCC(=O)NCC3CCCO3)nc3ccccc3c2=O)c1 (stereo not drawn) | -1% | 34% | 6% | nt | -8% | nt | -29
COc1cccc2c1cc1c(=O)n(CC(=O)N3CCCC3)nc(C)n12 | 2% | nt | -19% | nt | -7% | nt | -1
Cc1cccc(NC(=O)C(C)SCc2nc3sc(C)c(C)c3c(=O)[nH]2)n1 (stereo not drawn) | 5% | -18% | 5% | 3% | 9% | -15% | -5
CC(=O)c1ccc(N2CCN(S(=O)(=O)c3ccc4c(c3)CC(C)N4C(=O)C3CCC3)CC2)cc1 (stereo not drawn) | nt | nt | 9% | nt | nt | 17% | -2
N#C/C(=C/c1ccc(O)cc1)c1nc(-c2ccc(-c3ccccc3)cc2)cs1 | nt | nt | -1% | nt | nt | -5% | -23
CN(C)c1ccc2c(O)cc(=O)n(C)c2c1 | 21% | -25% | 5% | -6% | -6% | -3% | -15

Screening results deposited in PubChem BioAssay by National Center for Advancing Translational Sciences (NCATS).
